From PubChem BioAssay
Jurkat NFkB inh: inhibitors of induced NF-kB luciferase reporter, primary screen, TCR NF-kB activation inhibitor project, cell-based, luminescence, uHTS; inhibition, % at 4 µM; Jurkat, PMA/ionomycin-induced NF-kB luciferase reporter; 0.53% of 330,000 active
697 NFkB inh: inhibitors of PMA/ionomycin-induced NF-kB reporter, 697 cells, primary screen, B-cell NF-kB inhibitor project, cell-based, luminescence, uHTS. AID 435022, 2010. 0.33% of 330,000 active. inhibition, % at 4 µM. 697 B-cell NF-kB luciferase reporter, 16 h; in the data active = inhibition above about 35%
Gli-Sufu block: Gli-Sufu pathway antagonists, primary screen, luciferase luminescence, Sufu-KO-LIGHT cells, uHTS; Sufu-KO-LIGHT fibroblasts, Gli luciferase reporter luminescence; inhibition, % at 5 µM; 0.74% of 340,000 active; AID 588413, 2011;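 active = inhibition above about 55%, limit read from the data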;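 also: 0% = DMSO-treated cells and 100% = wells with medium but no cells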
SENP8 inh: SENP8 protease inhibitors, primary screen, biochemical, luminescence | Sentrin-specific protease 8 (Homo sapiens), Q96LD8 | purified SENP8, Z-RLRGG-aminoluciferin cleavage | inhibition, % at 10 µM | 1.2% of 330,000 active
Target sequence (Q96LD8 whole entry, looked up): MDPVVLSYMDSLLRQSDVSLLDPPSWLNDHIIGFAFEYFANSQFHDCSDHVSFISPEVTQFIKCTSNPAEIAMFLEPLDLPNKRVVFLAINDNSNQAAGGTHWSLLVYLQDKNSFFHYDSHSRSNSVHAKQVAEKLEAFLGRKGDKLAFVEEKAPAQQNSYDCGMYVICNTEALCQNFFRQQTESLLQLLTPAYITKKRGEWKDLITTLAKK
SENP7 block: SENP7 protease inhibitors, primary screen, biochemical, luminescence, uHTS; Sentrin-specific protease 7 (Homo sapiens), Q9BQF6; AID 434973, 2010; inhibition, % at 5 µM; 1.5% of 330,000 active; recombinant SENP7, Z-RLRGG-aminoluciferin luminescence, 40 min;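 active = inhibition above about 50% at the single test dose, limit read from the data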;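 also: plate controls were DMSO with enzyme for no effect and no enzyme buffer wells for full effect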
Target sequence (Q9BQF6 706-1050 limits assumed): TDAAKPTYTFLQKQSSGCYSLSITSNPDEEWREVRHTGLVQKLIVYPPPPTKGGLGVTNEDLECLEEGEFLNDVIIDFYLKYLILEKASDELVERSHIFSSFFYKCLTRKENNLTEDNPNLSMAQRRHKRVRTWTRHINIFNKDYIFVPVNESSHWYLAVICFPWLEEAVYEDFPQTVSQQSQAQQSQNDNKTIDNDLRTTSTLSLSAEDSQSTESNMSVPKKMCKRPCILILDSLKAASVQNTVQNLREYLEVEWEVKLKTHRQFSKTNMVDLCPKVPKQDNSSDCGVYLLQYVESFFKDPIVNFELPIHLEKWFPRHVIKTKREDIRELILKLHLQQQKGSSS
HKDC1 inh: HKDC1 hexokinase inhibitors, primary screen, biochemical, fluorescence, uHTS; Q2TB90; recombinant HKDC1, G6PDH/diaphorase resazurin coupled fluorescence; inhibition, % at 20 µM; 0.16% of 340,000 active;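 active = inhibition above about 35% when tested at 20 µM, limit read from the data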;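 also: plate controls were DMSO wells with enzyme for no effect and DMSO wells lacking enzyme for full effect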
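Test system: Recombinant HKDC1 (HK5) hexokinase enzyme, produced in-house | Input: HKDC1 at 5 µg/mL | Buffer or medium: Tris pH 8.0 buffer with MgCl2, Tween-20, BSA, BME | Schedule: 90 min reaction incubation at room temperature, dark | Technique: Resazurin-to-resorufin fluorescence via G6PDH and diaphorase coupling, 525/613 nm | Controls: DMSO wells with and without enzyme mix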
Apaf1 inhib: inhibitors of human Apaf-1 apoptosome, primary screen, biochemical, DEVD-Rh110 fluorescence, uHTS; 0.71% of 330,000 active; inhibition, % at 20 µM; reconstituted apoptosome caspase-3 activity; active = inhibition of at least 40% at 20 µM;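 also: plate controls were DMSO wells for no effect and DEVD-CHO caspase inhibitor wells for full effect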
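System: reconstituted apoptosome with Apaf-1, cytochrome c, caspase-9, procaspase-3, dATP; Signal: Rh110 fluorescence intensity; Schedule: 30 min compound preincubation, 50 min activation, room temperature; Reagent: cytochrome c trigger plus (Z-DEVD)2-Rh110 caspase-3 substrate.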
UBC13 polyUb: UBC13 polyubiquitin chain formation inhibitors, primary screen, biochemical, TR-FRET, uHTS | 0.47% of 330,000 active | inhibition, % at 20 µM; in the data active = inhibition above about 45%, passing the limit was not always enough
Target sequence (P61088 whole entry, looked up): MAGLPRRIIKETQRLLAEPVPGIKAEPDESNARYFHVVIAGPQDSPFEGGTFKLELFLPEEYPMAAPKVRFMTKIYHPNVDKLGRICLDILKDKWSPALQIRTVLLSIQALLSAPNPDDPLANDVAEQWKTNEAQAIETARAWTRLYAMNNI
Active calls of the source: *; · = not tested or not shown. Rule as the data show it, unless noted: active = inhibition above about 50%; inactive = the rest.

SMILES	Jurkat NFkB inh	697 NFkB inh	Gli-Sufu block	SENP8 inh	SENP7 block	HKDC1 inh	Apaf1 inhib	UBC13 polyUb
O=C(O)/C(=C\c1cccc(F)c1)c1ccc(S(=O)(=O)N2CCCCC2)s1	-6	-11	5	-15	-3	2	11	-16
CC(=O)c1cccc(NC(=O)N2CCC(NC(=O)C3CCCCC3)CC2)c1	11	9	4	7	1	-5	-3	4
Cc1oc(-c2cccc(F)c2)nc1CN1CCCN(C(=O)c2ccco2)CC1	-13	-17	6	-1	3	-4	0	0
O=C(COC(=O)/C=C/c1cccs1)Nc1nc(-c2ccccc2)cs1	8	12	20	-14	1	5	-3	10
CN(C)c1ccc(-n2cc3c(=O)n(C)c(=O)n(C)c3c2)cc1	-20	-29	5	-5	2	0	-1	6
CCCCC[C@@H]1C=C(C(=O)O)[C@H](c2cccc(C)c2)N1S(=O)(=O)c1ccc(C)cc1	-3	-5	1	-10	-6	4	7	-30
O=C(NCc1ccccc1)c1ccc(S(=O)(=O)Nc2cccc(C(F)(F)F)c2)cc1	21	-20	0	-2	-1	1	5	4
CCCCC1=NN2C(=N)CC(=O)N=C2S1	12	8	3	3	-2	-4	0	6
Cc1ccc(Cn2cc(CCC(=O)O)c3ccccc32)cc1	1	-1	0	-1	-7	1	4	-1
COC(=O)c1cc(C)[nH]c2c(C)cc3nc4ccccc4c3c12	12	8	7	-10	-1	3	13	0
CCc1ccc(NC(=O)CSc2nnc(CNC(=O)c3c(F)cccc3Cl)o2)cc1	-2	29	-1	-3	2	-5	2	1
CC(C)(C)NS(=O)(=O)c1ccc(CCC(=O)Nc2cc(Cl)ccc2Oc2ccccc2)cc1	8	-2	23	6	7	0	17	4
O=[N+]([O-])c1cc(-c2cnc3ccccc3n2)ccc1Oc1ccc(Cl)cc1	-9	-5	5	7	4	-1	4	12
CCOc1ccc(C(C)C)cc1S(=O)(=O)n1nc(C)cc1C	18	11	4	-8	-3	-3	3	2
COC(=O)c1cc(NS(=O)(=O)c2ccc(N3CCC(C)CC3)c([N+](=O)[O-])c2)cc(C(=O)OC)c1	3	16	-1	-11	-2	8	7	-6
Cc1ccc(/C=N/NC(=O)c2ccc(OC3CCCC3)cc2)o1	2	7	0	-2	-1	2	4	-5
COc1ccc(OC)c(S(=O)(=O)N(C)CC(=O)N2CCN(c3ccccc3F)CC2)c1	2	8	1	1	3	-3	14	-1
O=C(NNC(=O)c1ccccc1Cl)c1cc2cc(OC(F)(F)F)ccc2[nH]1	4	-1	-1	-2	-7	-4	14	-1
O=C(/C=C/c1ccc2c(c1)OCO2)Nc1nncs1	-13	9	-48	41	84*	2	-3	6
COc1ccc(C(=O)/C(=C/c2cccs2)c2nc3ccccc3o2)cc1	-79	-1	-2	5	5	13	13	-2
O=C(COc1ccccc1Cl)N1CCc2ccccc2C1	-4	-17	-3	-9	-3	-6	1	4
CCc1cc2cc(C)cc(C)c2nc1SCC(=O)Nc1cc(C)on1	1	8	25	-2	2	-6	9	8
CCCS(=O)c1nc(C)cc(C)c1S(C)(=O)=O (configuration not stated)	-20	-11	4	9	-7	-11	-4	5
COc1cccc(C2Nc3c(F)cc(Br)cc3C3C=CCC32)c1OC (configuration not stated)	4	-3	7	11	19	-4	6	7
O=c1oc2ccc(Cl)cc2nc1/C=C(\O)c1ccco1	18	-7	5	-1	-5	3	-21	-24

(cont.)
SMILES	Jurkat NFkB inh	697 NFkB inh	Gli-Sufu block	SENP8 inh	SENP7 block	HKDC1 inh	Apaf1 inhib	UBC13 polyUb
CCn1c(C(O)c2ccc3c(c2)OCO3)nc2ccccc21 (configuration not stated)	-7	21	-8	-4	-7	-6	6	8
COc1ccc2c(c1)C(=NO)c1cc(OC)ccc1-2	-35	-24	-10	-8	15	-2	20	-4
COc1ccc(C(CCN2CCCC(C)C2)c2c(OC)cc(OC)c3c2OC(=O)CC3c2cc(OC)c(OC)c(OC)c2)cc1 (configuration not stated)	9	13	18	-16	3	3	23	26
N#Cc1nc(-c2ccc(OCc3ccccc3)cc2)oc1NCc1ccco1	3	1	5	7	-1	-5	2	10
CCOC(=O)c1c(-c2ccc(OC)cc2)csc1/N=C/N(C)C	-6	19	42	-1	0	2	11	-4
CC[n+]1c(/C=C2/C=C(C)CC(C)(C)C2)sc2ccc(OC)cc21	30	-14	-4	-5	4	1	20	-12
CCOc1cc(/C=N/O)cc(Br)c1OC	9	6	-2	3	6	0	-5	6
COc1ccc(-n2cc(C(=O)c3ccc4ccccc4c3O)cn2)cc1	-16	11	-5	-3	1	0	3	-7
Cn1c(SCc2ccc(Cl)cc2Cl)nc(C(F)(F)F)cc1=O	2	-9	-16	-2	0	-4	-12	4
CN1Cc2ccccc2N(CC(=O)NCc2ccccc2)C1=O	-6	8	-10	2	7	-5	-15	2
Cc1ccc(N2CC(C(=O)Nc3ccc4c(c3)OCO4)CC2=O)cc1C (configuration not stated)	-20	-29	-14	0	6	3	8	-1
Cc1nc2c(C)cccn2c1/C(O)=C1\C(=O)C(=O)N(CCN(C)C)C1c1ccco1 (configuration not stated)	4	-3	6	-1	3	-2	-8	0
COC(=O)c1c(N2C(=O)CC(Sc3ccccc3C(=O)O)C2=O)sc2c1CCCC2 (configuration not stated)	16	-1	5	3	2	-3	16	0
CCN(CC)S(=O)(=O)c1ccc(/C=C/C(=O)Nc2c(C)n(C)n(-c3ccccc3)c2=O)cc1	-6	9	25	1	5	1	-1	2
CCOC(=O)Cn1c(=O)oc2cc(S(=O)(=O)NCc3cccs3)ccc21	5	16	4	7	2	1	-3	-1
COc1ccc(OCC(=O)N(Cc2cccs2)C2CCS(=O)(=O)C2)cc1 (configuration not stated)	11	-4	7	0	-1	-5	-17	5
OC(COC(c1ccc(Cl)cc1)c1ccc(Cl)cc1)CN1CCCC1 (configuration not stated)	-1	-2	4	-2	8	1	15	20
COc1ccc(C2=NOC(C3(S(=O)(=O)c4ccccc4)CC(O)C3)C2)cc1 (configuration not stated)	5	3	-11	-12	-1	-5	5	-4
CC1CC(=O)Nc2ccccc2N1C(=O)CN1CCN(c2ccccc2)CC1 (configuration not stated)	-16	-18	-1	-5	-7	-6	13	-10
CCCCOc1ccc(C(=O)NCC(=O)N2CCN(Cc3ccc4c(c3)OCO4)CC2)cc1	17	-9	12	-3	7	-5	10	-10
N#C/C(=C/c1ccc(-c2ccccc2[N+](=O)[O-])o1)C(N)=O	6	-5	2	6	5	-1	2	-7
CCOc1ccc(N2C(=O)CN(CC(=O)OC)C2=S)cc1	13	15	-28	6	5	-4	-11	6
Fc1ccccc1Cc1noc(CN2CCN(C/C=C/c3ccccc3)CC2)n1	-1	7	7	3	1	-6	-8	11
CCn1c(SCc2nc3ccccc3s2)nnc1-c1ccccc1	-74	-113	27	2	0	-3	5	6
COc1ccc(S(=O)(=O)Nc2c(C(=O)O)[nH]c3ccccc23)cc1	-3	6	-8	-5	4	-3	1	4

Five records drawn at random from the list so far, as already listed:
SMILES	Jurkat NFkB inh	697 NFkB inh	Gli-Sufu block	SENP8 inh	SENP7 block	HKDC1 inh	Apaf1 inhib	UBC13 polyUb
CCn1c(C(O)c2ccc3c(c2)OCO3)nc2ccccc21 (configuration not stated)	-7	21	-8	-4	-7	-6	6	8
CN1Cc2ccccc2N(CC(=O)NCc2ccccc2)C1=O	-6	8	-10	2	7	-5	-15	2
Fc1ccccc1Cc1noc(CN2CCN(C/C=C/c3ccccc3)CC2)n1	-1	7	7	3	1	-6	-8	11
COc1ccc(S(=O)(=O)Nc2c(C(=O)O)[nH]c3ccccc23)cc1	-3	6	-8	-5	4	-3	1	4
COc1ccc(C2=NOC(C3(S(=O)(=O)c4ccccc4)CC(O)C3)C2)cc1 (configuration not stated)	5	3	-11	-12	-1	-5	5	-4

3 of the entries above in order of their number in 697 NFkB inh, highest first.
smiles	Jurkat NFkB inh	697 NFkB inh	SENP7 block	HKDC1 inh	UBC13 polyUb
N#Cc1nc(-c2ccc(OCc3ccccc3)cc2)oc1NCc1ccco1	3	1	-1	-5	10
CC1CC(=O)Nc2ccccc2N1C(=O)CN1CCN(c2ccccc2)CC1 (configuration not stated)	-16	-18	-7	-6	-10
CCn1c(SCc2nc3ccccc3s2)nnc1-c1ccccc1	-74	-113	0	-3	6

New compounds follow.
SMILES	Jurkat NFkB inh	697 NFkB inh	Gli-Sufu block	SENP8 inh	SENP7 block	HKDC1 inh	Apaf1 inhib	UBC13 polyUb
Cc1ccc(S(=O)(=O)NC(=O)c2cccc(Br)c2)cc1	9	-14	-13	2	-4	-2	-9	-15
Cc1csc(NC(=O)CCSCCc2ccccn2)n1	-1	5	·	-4	1	-2	10	8
CC1(C)Oc2ccc(NC(=O)c3ccco3)cc2O1	-70	-88	7	-8	10	6	-3	11
O=C(NCc1ccccc1)c1cnc(Cl)c(Cl)c1	8	1	-5	-1	-7	-4	3	6
CCc1cc2cc3c(cc2nc1SCC(=O)Nc1cc(OC)c(OC)cc1C(=O)O)OCO3	-9	9	·	-3	3	·	5	-2
N#Cc1ccc(NCCc2ccccn2)c([N+](=O)[O-])c1	-15	-16	6	-13	6	-5	-11	-22
CN(C)c1cc[n+](CC(=O)Nc2cc(C(F)(F)F)ccc2Cl)cc1	-10	-23	2	-7	-4	3	-4	-2
CCOC(=O)c1ccc(OCc2c(C)noc2C)cc1	3	22	0	-5	3	-4	6	8
CCOc1ccc(S(=O)(=O)N2CCN(C)CC2)c(C)c1C	-1	-7	4	0	-3	1	6	4
CC1=C(C(=O)OCCOc2ccccc2)C(c2ccsc2)NC(=O)N1C (configuration not stated)	-7	-45	11	2	5	-2	11	-4
COc1ccc(NC(=O)COC(=O)c2cc(S(=O)(=O)N3CCCC3)ccc2O)cc1	-1	20	0	9	6	-8	-8	4
O=c1[nH]c(=O)n(Cc2ccco2)c2c1C(C(F)(F)F)(C(F)(F)F)N=C(Cc1ccccc1)N2	-1	10	4	-15	3	-8	8	-1
